From PubChem BioAssay
PolyA inhibitor = polyadenylation inhibitors in yeast reporter cells, primary screen, luminescence, S. cerevisiae; actives 0.02% (n = 300,000); S. cerevisiae SKY197-pL101 polyadenylation reporter, beta-gal luminescence; efflux-impaired pdr1/pdr3 knockout yeast; score 100 = 6 SD above DMSO; AID 1875, 2009; calls only at 12 µM;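 active = lowest replicate activity score at least 50, where 100 means six control SD above control mean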;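 note: yeast exposed to compound for 9 h at 30 °C; higher score means more reporter readthrough which indicates perturbed polyadenylation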
TRPC4 act = activators of mouse TRPC4 channel, primary screen, Fluo4 calcium, HEK293 TRPC4beta/mu-opioid cells | Fluo4 calcium fluorescence; active compounds read high | Short transient receptor potential channel 4 (Mus musculus), Q9QUQ5 | actives 0.49% (n = 310,000) | B-score at 10 µM;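 active = B-score above 5 SD of library B-scores, and initial fluorescence ratio not above library mean plus 5 SD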;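 note: positive B-score marks a calcium rise read as TRPC4 activation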
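system = HEK293 cells stably co-expressing mouse TRPC4beta and mu-opioid receptor | schedule = Fluo4 dye loading 45 min at room temperature, 110 s recording | measure = B-scored integrated calcium fluorescence ratio | signal = Fluo4 calcium-sensitive dye fluorescence, kinetic, 1 Hz baseline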
TRPC6 activator = mouse TRPC6 channel activators, primary screen, cell-based, HEK293, membrane potential dye; Short transient receptor potential channel 6 (Mus musculus), Q61143; HEK293-TRPC6 membrane potential dye fluorescence; active compounds read high; B-score at 10 µM; actives 0.13% (n = 310,000); AID 2550, 2010;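 active = B-score of the integrated fluorescence ratio above library mean plus 3 SD, and starting fluorescence ratio within library mean plus 5 SD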;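 note: higher score means more depolarization so channel activation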
MrgX1 antagonist = antagonists of human MrgX1 receptor, primary screen, HEK293 cells, Fluo-4 calcium flux | Mas-related G-protein coupled receptor member X1 (Homo sapiens), Q96LB2 | BAM8-22 antagonism; active compounds read low | B-score at 10 µM | actives 1.3% (n = 310,000) | AID 588676, 2011;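 active = calcium-response B-score plate-corrected more than 3 library SD below zero, starting fluorescence within 5 deviations, no agonist response on first addition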;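 note: peak minus trough fluorescence over baseline after final BAM8-22 challenge near maximal dose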
Target sequence (Q96LB2 whole entry, looked up): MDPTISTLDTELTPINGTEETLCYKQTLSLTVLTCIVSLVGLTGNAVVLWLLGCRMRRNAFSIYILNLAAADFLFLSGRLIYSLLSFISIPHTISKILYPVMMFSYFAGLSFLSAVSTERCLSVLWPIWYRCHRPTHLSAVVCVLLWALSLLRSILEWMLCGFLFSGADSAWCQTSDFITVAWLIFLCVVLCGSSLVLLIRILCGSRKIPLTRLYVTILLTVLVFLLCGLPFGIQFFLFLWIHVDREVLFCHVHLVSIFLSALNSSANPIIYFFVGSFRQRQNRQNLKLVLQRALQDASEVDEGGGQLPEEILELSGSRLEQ
TRPC4 PAM = positive allosteric modulators of TRPC4, primary screen, cell-based, mouse TRPC4beta, HEK293 mu-opioid, Fluo-4 calcium | Short transient receptor potential channel 4 (Mus musculus), Q9QUQ5 | DAMGO EC20, Fluo-4 Ca2+ flux; active compounds read high | B-score at 10 µM | actives 0.42% (n = 310,000);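 active = B-score of calcium response area above 5 SD of library B-scores, with initial fluorescence ratio within 5 SD of library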;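 note: B-score of integrated fluorescence ratio over time as area under calcium response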
HIF activator = HIF pathway transcriptional activators, primary screen, cell-based, U2OS HRE-luciferase, luminescence. actives 0.32% (n = 300,000). U2OS HRE-luciferase reporter; normalized: DMSO 0%, desferrioxamine 100%. activation, % at 7.5 µM (by protocol);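 active = mean activation of at least 10% of the iron chelator positive control signal, with at least half of replicates also reaching 10%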
MrgX1 allo act = positive allosteric modulators of MrgX1, primary screen, HEK293 cells, Fluo-4 calcium flux. B-score at 10 µM. FDSS; active compounds read high. AID 588675, 2011. actives 0.63% (n = 310,000);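 active = plate-corrected calcium response at least 3 library SD above typical, normal starting fluorescence, not activating the receptor alone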;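 note: compound read alongside a low EC10 to EC30 dose of BAM8-22 agonist; peak minus trough fluorescence over baseline measured at the second addition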
TRPC4 inh = inhibitors of mouse TRPC4 channel, primary screen, Fluo4 calcium, HEK293 TRPC4beta/mu-opioid cells | AID 2247, 2010 | actives 0.39% (n = 300,000) | DAMGO-evoked Fluo4 calcium flux; active compounds read low | B-score at 10 µM;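 active = B-score over 3 SD under the library average, no early fluorescence shift, positive overall ratio signal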
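Material: HEK293 cells with stable TRPC4beta plus mu-opioid receptor expression; probe or stimulus: DAMGO in two steps, submaximal then maximal; technique: Fluo4 calcium fluorescence by kinetic imaging, 5 s 1 Hz baseline; measure: integrated fluorescence ratio relative to baseline, converted to per-well B score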
AI-2 QS mod = Vibrio harveyi AI-2 quorum sensing modulators, primary screen, JMH597 strain, luminescence/OD600 ratio. AID 2094, 2009. actives 0.4% (n = 300,000). Vibrio harveyi JMH597 AI-2 luminescence/OD600 ratio, 9 h; active compounds read low; strain lacks LuxN and CqsS sensors; 0 = neutral-control median. activity change, % at 7.5 µM; in the data active = activity change below about -75%, passing the limit was not always enough;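 note: luminescence divided by OD600 gain over 9 h not by final OD600 alone; inactives centre near 13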
MrgX1 ag = agonists of human MrgX1 receptor, primary screen, HEK293 cells, Fluo-4 calcium flux. Fluo-4 calcium fluorescence, agonist mode; active compounds read high. B-score at 10 µM. actives 0.44% (n = 310,000). AID 588627, 2011;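 active = calcium response B-score plate-corrected fluorescence ratio at least 3 library SD, with starting fluorescence B-score inside 5 SD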
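Test system: Stable human MrgX1 HEK293 cell line | Schedule: Overnight plating before 1 h dye loading | Read-out basis: Baseline-normalised fluorescence change ratio, B-scored | Detection: Kinetic calcium dye fluorescence, Fluo-4 NW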
TRPC6 inh = mouse TRPC6 channel inhibitors, primary screen, cell-based, HEK293, membrane potential dye; Short transient receptor potential channel 6 (Mus musculus), Q61143; ACh-evoked depolarization; active compounds read low; B-score at 10 µM; actives 1.1% (n = 310,000); AID 2553, 2010;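 active = B-score under library mean minus 3 SD, initial fluorescence not abnormally high, positive integrated signal ratio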;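 note: B-score derived from integrated fluorescence ratio over the kinetic read; more negative B-score means stronger inhibition of depolarization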
* = called active by the depositor; i = inactive; · = no result given.

SMILES	PolyA inhibitor	TRPC4 act	TRPC6 activator	MrgX1 antagonist	TRPC4 PAM	HIF activator	MrgX1 allo act	TRPC4 inh	AI-2 QS mod	MrgX1 ag	TRPC6 inh
O=C(C1=C(O)C(=O)N(CC2CCCO2)C1c1ccccc1Cl)c1ccco1 (stereo unspecified)	i	i	i	i	i	-0.7	i	i	10.9	i	i
CCn1c(SCC(=O)Nc2cccc(O)c2)nc2c1c(=O)n(C)c(=O)n2C	i	i	i	i	i	-1.0	i	i	18.3	i	i
C/C(=N\NC(=O)c1nnn(-c2nonc2N)c1CSc1ccc(C)cc1)c1ccco1	i	i	i	i	i	0.1	i	i	14.4	i	i
O=S(=O)(c1cccs1)N1CCc2ccccc2C1	i	i	i	i	i	2.0	i	i	32.2	i	i
Cc1ccc(CS(=O)Cc2ccc(C(=O)NC3CCC(C)CC3)o2)cc1 (stereo unspecified)	i	i	i	i	i	0.4	i	i	9.4	i	i
COc1ccc(OCCC(=O)OCC(=O)NCCC2=CCCCC2)cc1	i	i	i	i	i	-0.1	i	i	35.2	i	i
CC(C)(C)C(O)/C=C/c1ccc2c(c1)OCO2 (stereo unspecified)	i	i	i	i	i	0.1	i	i	26.6	i	i
CC(=O)Nc1ccc(S(=O)(=O)N(C)Cc2ccccc2)cc1	i	i	i	i	i	-0.1	i	i	15.1	i	i
Cc1ccc(S(=O)(=O)NNC(=O)C(=O)NNS(=O)(=O)c2ccc(C)cc2)cc1	i	i	i	i	i	-0.3	i	i	30.0	i	i
O=C1c2ccccc2N2C(=O)c3ccccc3C2N1Cc1ccccc1 (stereo unspecified)	i	i	i	i	i	-0.1	i	i	2.1	i	i
O=C(OCC(=O)N1CCN(C(=O)c2ccco2)CC1)c1cc(=O)c2ccccc2o1	i	i	i	i	i	0.1	i	i	14.6	i	i
Cc1cccc(NC(=O)CN2C(=O)c3ccccc3S2(=O)=O)n1	i	i	i	i	i	-0.3	i	i	19.3	i	i
COc1nccnc1NS(=O)(=O)c1ccc(NC(=S)NC(=O)/C=C/c2ccc(F)cc2)cc1	i	i	i	i	i	-0.3	i	i	-10.4	i	i
C=CCn1c(Cc2cccs2)nnc1SCC(=O)c1ccc2ccccc2c1	i	i	i	i	i	-0.1	i	i	12.1	i	i
Cc1cc(C(=O)Nc2ccc(Cl)cc2)c2ccccc2n1	·	i	i	i	i	0.4	i	i	13.3	i	i
O=C(Nc1ccc(N2CCCCC2)cc1)c1ccc([N+](=O)[O-])o1	i	i	i	i	i	4.7	i	i	·	i	i
CC(C)(C)NC(=O)/C=C/c1cccs1	i	i	i	i	i	0.2	i	i	7.7	i	i
CCOc1nc(C)cc(C)c1S(=O)(=O)c1ccc(Cl)cc1	i	i	i	i	i	-0.1	i	i	0.3	i	i
COc1cccc(C2Nc3ccccc3C(=O)N2O)c1O (stereo unspecified)	i	i	i	i	i	1.2	i	i	61.0	i	i
O=[N+]([O-])c1ccc(Cl)cc1N1CCCC1	i	i	i	i	i	-0.6	i	i	15.9	i	i
Cc1ccc(C2C(C#N)=C(N)SC(N)=C2C#N)c(C)c1	i	i	i	i	i	-0.2	i	i	12.5	52.2*	i
CC1(C)CC(N2CCN(CCO)CC2)=CC(=S)N1	i	i	i	i	i	-1.3	i	i	2.6	i	i
O=S(=O)(c1cccs1)N1CCN(c2ccnc3cc(Cl)ccc23)CC1	i	i	i	i	11*	-0.6	i	i	-14.9	i	i
CCOC(=O)c1sc(NC(=O)c2ccc(OC)cc2)nc1C	i	i	i	i	i	1.6	i	i	32.6	i	i
FC(F)(F)c1ccc2c(c1)n(Cc1ccccc1)c1[n+]2CCCCC1	i	i	i	i	i	-0.1	i	i	30.2	i	-5.12*
Cc1cc(OC(=O)c2cccc([N+](=O)[O-])c2)c(C)cc1CN1CCOCC1	i	i	i	i	i	-19.9	i	i	23.0	i	i
Fc1ccc(NC(=S)Nc2cccc(Cl)c2)cc1	i	i	i	i	i	0.5	i	i	-4.1	i	i
Cc1sc2ncnc(NCC(c3ccco3)N(C)C)c2c1C (stereo unspecified)	i	188*	i	i	i	0.2	i	i	4.1	i	i
Cc1cc(SCC(=O)OCC(=O)NCC2CCCO2)c(C)cc1Br (stereo unspecified)	i	i	i	i	i	0.6	i	i	12.0	i	i
O=c1oc(-c2ccccc2F)nc2scc(-c3ccccc3)c12	i	i	i	i	i	0.4	i	i	20.7	i	i
COc1cccc(-c2ccc3nnc(SCC(=O)Nc4ccc(NC(C)=O)cc4)n3n2)c1	i	i	i	i	i	-0.8	i	i	-7.5	i	i
S=C(NCCCN1CCOCC1)Nc1ccc(Cl)c(Cl)c1	i	i	i	i	i	-0.2	i	i	10.9	i	i
CN(c1ccccc1C(=O)Nc1ccccc1-c1ccccc1)S(C)(=O)=O	i	i	i	i	i	0.5	i	i	16.8	i	i
COc1ccc(N2CCN(S(=O)(=O)c3cc(Br)cnc3N)CC2)cc1	i	i	i	i	i	-0.5	i	i	15.8	i	i
CCCCNC(=O)COC(=O)CCC(=O)c1cccs1	i	i	i	i	i	0.5	i	i	-2.0	i	i
O=C(Nc1c(C(=O)N2CCOCC2)oc2ccccc12)c1cccc([N+](=O)[O-])c1	i	i	i	i	i	-1.9	i	i	24.2	i	i
CCOc1ccc(C(=O)NCCO)cc1	i	i	i	i	i	-0.4	i	i	13.0	i	i
Cc1ccc2cccc(OCc3nnc(SCC(=O)O)n3C)c2n1	i	i	i	i	i	0.3	i	i	25.3	i	i
N#Cc1cccnc1N1CCN(C(=O)c2ccco2)CC1	i	i	i	i	i	0.0	i	i	17.1	i	i
CC1(C)Cc2ccccc2/C(=C/C(=O)c2ccccc2)N1	i	i	i	i	i	-0.8	i	i	-11.2	i	i
CC(=O)Nc1ccc(S(=O)(=O)NCCc2csc(-c3cccnc3)n2)cc1	i	i	i	i	i	-0.3	i	i	20.3	i	i
CCCCN1C(=O)C(=O)N(CC(=O)Nc2sc(C)c(CC)c2C(=O)OCC)C1=O	i	i	i	i	i	-0.1	i	i	30.3	i	i
CSc1nnc(CNC(=O)c2ccccc2)n1-c1cccc(C)c1	i	i	i	i	i	-0.6	i	i	0.2	i	i
CCCCc1cc(=O)oc2cc(OCC(=O)NCc3ccccn3)c(Cl)cc12	i	i	i	i	i	0.1	i	i	-6.7	i	i
Cc1ccccc1C(=O)NCCSc1ccccc1	i	i	i	i	i	3.3	i	i	20.6	i	-7.47*
CN(C)/C(=N\S(=O)(=O)c1ccccc1)c1ccc(F)cc1	i	i	i	i	i	-17.2	i	i	-0.4	i	i
Cc1cc(C)cc(NS(=O)(=O)c2cnc(Cl)c(Cl)c2)c1	i	i	i	i	i	0.3	i	i	36.1	i	i
CCc1cccc2c(C(=O)COC(=O)c3nn(C)c(=O)c4ccccc34)c[nH]c12	i	i	i	i	i	-0.7	i	i	13.3	i	i
CSc1ccccc1C(=O)C1CCCN(C(=O)CCN2CCCO2)C1 (stereo unspecified)	i	i	i	i	i	0.1	i	i	13.4	i	i
O=C(O)CCC(NS(=O)(=O)c1ccc(N2CCCC2=O)cc1)C(=O)O (stereo unspecified)	i	i	i	i	i	0.1	i	i	-3.1	i	i
CCOC(=O)C(C(=O)Nc1ccccc1)C1CCCCC1 (stereo unspecified)	i	i	i	i	i	0.2	i	i	16.1	i	i
Nc1nc(SCC(=O)NCc2ccccc2)[nH]c(=O)c1NC(=O)c1ccccc1F	i	i	i	i	i	-0.2	i	i	28.3	i	i
Cc1c(Cl)cccc1N(CC(=O)O)S(C)(=O)=O	i	i	i	i	i	-0.1	i	i	-2.8	i	i
Cc1ccc(C#CC[N+]2(CC#Cc3ccc(C)cc3)CCCCC2)cc1	i	i	i	i	i	0.0	i	i	18.1	i	-5.39*
COc1ccc(Cc2nnc(SCC(=O)Nc3cc(Cl)ccc3OC)[nH]c2=O)cc1	i	i	i	i	i	0.3	i	i	12.2	i	i
Cc1ccc(S(=O)(=O)N2CCC(C)CC2)cc1C(=O)NCc1ccccn1	i	i	i	i	i	0.6	i	i	-2.0	i	i
CN(CC(=O)Nc1ccccc1Cl)C(=O)CSC(=S)N1CCCC1	i	i	i	i	i	-0.5	i	i	22.7	i	i
O=C(O)CN(CCc1ccccc1)S(=O)(=O)c1ccccc1	i	i	i	i	i	1.1	i	i	19.2	i	i
O=C1N/C(=C/c2cccs2)C(=O)N1Cc1ccccc1F	i	i	i	i	i	0.4	i	i	16.9	i	i
Fc1ccccc1OCC1CCCN(Cc2nc(CC3CC3)no2)C1 (stereo unspecified)	i	i	i	i	i	-0.1	i	i	15.8	i	i

Continued.
SMILES	PolyA inhibitor	TRPC4 act	TRPC6 activator	MrgX1 antagonist	TRPC4 PAM	HIF activator	MrgX1 allo act	TRPC4 inh	AI-2 QS mod	MrgX1 ag	TRPC6 inh
N#CC1=C(N)S[C@@H](C(=O)c2ccc(F)cc2)[C@@H]1c1cccs1	i	i	i	i	i	-1.1	i	i	6.0	i	-6.52*
CCOc1ccc(N2C(=O)CC(Cc3ccccc3OC)C2=O)cc1 (stereo unspecified)	i	i	i	i	i	0.4	i	i	16.1	i	i
COCn1c(-c2ccc(OC)c(OC)c2)nc2ccccc21	i	i	i	i	i	4.6	i	i	0.8	i	i
CCOc1ccc2nc(-c3ccccc3)nc(SCC(=O)OC)c2c1	i	i	i	i	i	0.1	i	i	29.8	i	i
COc1ccc(-c2c(C)nn(-c3ccccc3)c2N)cc1	i	i	i	i	i	3.0	i	i	5.8	i	i

These rows are one share of the data. The share of hits here may be higher or lower than overall.
